HTR2A ag: activates the mouse 5-HT2A serotonin receptor; P35363; CHO-K1 mHTR2A beta-arrestin complementation, luminescence; percent of 30 µM serotonin response; activation, % at 7.6 µM; 360,000 tested, 0.66% active; AID 624169;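 active = activation above a run cutoff, the mean activation of all tested compounds plus 3 SD, cut at about 14% in these data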;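 also: 0% = plate median of compound wells and 100% = 30 µM serotonin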
MC4R ag barr: agonists of human melanocortin 4 receptor (MC4R) beta-arrestin; U2OS MC4R beta-arrestin complementation, luminescence; percent of melanotan II response, DMSO zero; activation, % at 8.9 µM; 360,000 tested, 0.98% active; AID 540308;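 active = activation above a per-plate cutoff, the mean activation of sample wells on that plate plus 3 SD, cut at about 8% in these data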
PDI inh: PDI (human) enzyme inhibition; inhibition, % at 10 µM; PDI insulin aggregation turbidity, A650, 90 min; 350,000 tested, 0.052% active; P07237;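 active = mean inhibition across replicates of 30% or more, whatever share of single replicates reach that level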;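 also: absorbance from insulin aggregation driven by PDI reduction with DTT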
Target sequence (P07237 whole entry, looked up): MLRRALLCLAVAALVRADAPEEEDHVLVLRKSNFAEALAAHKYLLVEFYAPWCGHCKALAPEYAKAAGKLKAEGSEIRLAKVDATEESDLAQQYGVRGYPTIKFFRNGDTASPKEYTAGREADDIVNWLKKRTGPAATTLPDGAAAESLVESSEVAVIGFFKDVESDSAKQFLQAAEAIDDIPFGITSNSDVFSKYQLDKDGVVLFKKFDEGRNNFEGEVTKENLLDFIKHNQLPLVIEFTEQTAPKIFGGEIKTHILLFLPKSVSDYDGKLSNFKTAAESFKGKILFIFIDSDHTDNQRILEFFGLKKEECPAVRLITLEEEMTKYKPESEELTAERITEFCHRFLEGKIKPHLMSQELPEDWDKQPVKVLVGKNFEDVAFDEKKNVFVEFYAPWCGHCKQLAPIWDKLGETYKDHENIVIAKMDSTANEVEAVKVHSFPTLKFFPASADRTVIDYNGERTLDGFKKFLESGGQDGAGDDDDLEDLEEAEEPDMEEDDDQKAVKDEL
H9c2 protect: protects H9c2 cardiomyocytes from peroxide injury. AID 588492. 360,000 tested, 0.63% active. protection from H2O2 cell death, % at 20 µM. H2O2 injury protection, ATPLite, 2 h;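 active = compounds giving at least 50% protection of heart cells from peroxide-induced death in the single-dose screen, raw or plate-pattern-corrected value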;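 also: 0% = DMSO wells with peroxide and 100% = DMSO wells without peroxide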
CaV13 FRET inh: Disruptors of the CACNA1D IQ motif to Ca2+-dependent inactivation inhibitor domain association, primary screening, Förster resonance energy transfer in intact living …; HEK cells, CFP/YFP FRET ICDI-IQ, plate reader, 10 min; percent FRET-ratio fall versus neutral wells; inhibition, % at 12.3 µM; 340,000 tested, 0.098% active; AID 743397;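 active = mean replicate inhibition of at least 30% and at least 1% of replicates passing that level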;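 also: 0% = median of the neutral control wells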
Exocytosis inh: blocks lytic granule exocytosis; TALL-104 LAMP-1 surface exposure, flow cytometry; cells stimulated with thapsigargin and PMA; inhibition, % at 10 µM; 360,000 tested, 0.66% active; AID 651702;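 active = inhibition above about 55%, limit read from the data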
ABCB6 inh 2: inhibitors of human ABC transporter ABCB6. fluorescence ratio to DMSO, % at 10 µM. K562-ABCB6 porphyrin accumulation, flow cytometry, 1 h; hits give low values. 360,000 tested, 0.19% active;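 active = fluorescence ratio to DMSO below 75%, the collection mean minus 3 SD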;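 also: signal is porphyrin accumulated inside mitochondria; 100% equals median channel fluorescence of DMSO control wells; lower ratio means ABCB6 inhibition with less porphyrin fluorescence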
Glyco luc inh: blocks N-linked glycosylation in D54 reporter cells | reporter increase, % at 12.5 µM | D54 ERlucT glycosylation luciferase reporter, 24 h; percent of 100 nM tunicamycin response | AID 588692 | 360,000 tested, 0.23% active;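 active = mean luciferase reporter signal, scaled so untreated is 0 and the glycosylation-blocking control 100, at or above a set limit in every replicate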;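 also: luciferase carries N-glycosylation sites so blocking glycosylation raises the light; 0% = median of neutral control wells and 100% = median of 100 nM tunicamycin wells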
MC4R antagonist: antagonists of human melanocortin 4 receptor (MC4R); MC4R-expressing cells, MTII-stimulated cAMP, LANCE TR-FRET; inhibition, % at 6.5 µM; 360,000 tested, 0.48% active;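 active = inhibition above its plate's cutoff, the mean of tested wells on that plate plus 3 SD, cut at about 29% in these data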;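 also: 0% = Melanotan II alone and 100% = Melanotan II plus saturating MCL0020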
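System: U2OS-MC4R stable cell line; Technique: Eu-cAMP/anti-cAMP TR-FRET, emission 671 nm; Repeats: single well per compound; Also added: Melanotan II; Dosing: one concentration, 6.5 µM nominal; Schedule: 30-min compound, 1-h challenge, 1-h detection, room temperature.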
ABHD5 PLIN5 PPI: blocks binding of human ABHD5 to perilipin-5 | inhibition, % at 4 µM | Q00G26+Q8WTS1 | AID 602281 | 360,000 tested, 0.78% active | Split G. princeps luciferase complementation, luminescence, 4 h;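 active = inhibition above the mean inhibition across every tested compound plus 3 SD, cut at about 22% in these data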;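 also: 0% = DMSO only wells and the 100% control is not disclosed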
* = called active by the depositor; / = not tested or not shown.

| SMILES | ABHD5 PLIN5 PPI | Exocytosis inh | ABCB6 inh 2 | MC4R ag barr | CaV13 FRET inh | HTR2A ag | H9c2 protect | Glyco luc inh | MC4R antagonist | PDI inh |
| --- | --- | --- | --- | --- | --- | --- | --- | --- | --- | --- |
| CCOC(=O)c1cc(OC(C)=O)c2ccc(OC)c(OC)c2c1 | -2.4 | -1.4 | 98.0 | -0.8 | -5.7 | 1.7 | -5.1 | -2.0 | 7.8 | -2.0 |
| CCN(CC)S(=O)(=O)C1CCS(=O)(=O)C1 (centres undefined) | -5.8 | 2.7 | 98.0 | -0.8 | -5.8 | -3.5 | -0.6 | 0.8 | -0.8 | 8.3 |
| O=C(Cn1cnc2c(OCc3ccccc3)ncnc21)N[C@H](CO)Cc1cc2ccccc2[nH]1 | -0.8 | -2.3 | 100.0 | -0.3 | -6.3 | -1.9 | 13.2 | -0.5 | 4.7 | -13.7 |
| O=S(=O)(NCCSc1ccccc1)c1cccs1 | 0.0 | -1.7 | 92.0 | -1.2 | -2.8 | 15.0* | 5.0 | -1.5 | 5.4 | -2.3 |
| Nc1ccc(Cc2ccc(N)c(O)c2)cc1O | 5.9 | -2.9 | 107.0 | -0.4 | -4.3 | -2.9 | 3.0 | 9.7 | 19.5 | -3.5 |
| Cn1c(=O)c2c(ncn2CC(=O)OCC(=O)Nc2ccc(F)cc2F)n(C)c1=O | 5.3 | -1.6 | 101.0 | -0.5 | -5.5 | 2.6 | 2.6 | 1.6 | 9.4 | 6.8 |
| Cc1nc2cc(NS(=O)(=O)c3cccc(F)c3)ccc2s1 | -2.2 | -6.7 | 97.0 | -3.5 | 7.0 | 1.2 | 3.3 | 1.7 | 6.5 | 7.4 |
| CCN1C(=O)[C@H]2[C@@H](c3ccccc3)N[C@]3(CCCN(Cc4ccc(C)cc4)C3=O)[C@H]2C1=O | -6.8 | 10.0 | 103.0 | 0.3 | -8.6 | 0.0 | 10.4 | 0.3 | -2.0 | -4.5 |
| COc1ccc(-n2c(SCC(=O)N3CCOCC3)nc(O)c(Cc3ccccc3)c2=O)cc1 | 3.8 | -3.1 | 103.0 | -2.0 | / | 4.2 | -0.9 | -0.6 | 1.8 | -1.9 |
| CN(Cc1ccc(Cl)c(Cl)c1)C(=O)c1ccccc1SCC(=O)N1CCCC1 | -1.7 | 0.5 | 102.0 | -3.0 | -5.3 | -2.7 | -1.8 | -0.3 | 19.8 | -12.5 |
| Cc1ccc(NC(=O)COC(=O)CCc2c(C)nc3nc(N)nn3c2C)cc1C | -4.9 | 5.0 | 97.0 | -2.4 | -2.1 | -4.2 | 12.4 | -1.3 | 2.8 | 1.8 |
| CCOC(=O)NC(=O)/C(C#N)=C\c1ccccc1 | -3.0 | 0.8 | 106.0 | 1.4 | -4.7 | 2.0 | 0.5 | 1.3 | 27.6 | 20.5 |
| Cc1nc(C(=O)N(C)C)nn1-c1ccc([N+](=O)[O-])cc1 | 3.8 | -2.0 | 95.0 | -2.1 | -4.3 | 3.2 | 5.5 | -1.3 | 4.5 | 9.8 |
| O=C(CN(Cc1ccco1)C(=O)CNS(=O)(=O)c1ccc(Cl)cc1)NCC1CCCO1 (centres undefined) | 4.0 | 1.5 | 98.0 | -0.7 | -6.7 | 7.1 | 2.4 | 3.9 | 8.6 | 1.0 |
| O=C(NCc1ccccc1)c1onc(CSc2ccccc2)c1C(=O)NCc1ccccc1 | -14.2 | -1.7 | 103.0 | -0.6 | -12.8 | -9.8 | -12.8 | -3.0 | 9.4 | 3.2 |
| CC(=O)NC(c1cccs1)c1cc([N+](=O)[O-])c2cccnc2c1O (centres undefined) | 3.2 | -0.5 | 101.0 | -3.6 | -12.7 | -12.1 | 46.1 | 2.6 | 2.8 | 3.9 |
| CC(=O)NC1=NN(C(C)=O)C(c2ccco2)S1 (centres undefined) | 12.2 | 0.7 | 99.0 | 2.4 | 3.9 | 14.3 | -6.8 | 2.1 | 3.1 | -3.2 |
| COc1ccc(C)cc1NC(=O)C(c1ccccc1)N1CCN(CC(=O)N2CCCC2)CC1 (centres undefined) | -9.1 | -0.5 | 99.0 | -0.7 | -7.1 | -2.7 | 0.7 | 4.5 | 9.4 | -7.2 |
| Cc1cc(C)c(S(C)(=O)=O)c(NN)n1 | 0.4 | 1.2 | 97.0 | 0.6 | -2.2 | -2.4 | -7.0 | 2.3 | -4.0 | -1.4 |
| N#Cc1cn(CC(=O)NCc2cccnc2)c2ccccc12 | 8.2 | -1.4 | 99.0 | -0.9 | -7.5 | 4.9 | -0.4 | 2.8 | -3.9 | 1.8 |
| Cc1nnc(SCC(=O)NC2CCCC2)n1C(C)C | 2.0 | -2.2 | 96.0 | -0.8 | / | 9.9 | -0.8 | 1.5 | -3.5 | 2.3 |
| COc1ccc(/C=C(\NC(=O)c2cccs2)C(=O)NC(C)(C)C)cc1OC | -14.8 | 2.2 | 100.0 | -0.1 | -17.5 | 6.2 | -0.2 | -0.2 | 3.9 | -1.2 |
| CCc1nnc(NS(=O)(=O)c2ccc(NC(=O)c3ccc(Br)cc3)cc2)s1 | -1.9 | 2.4 | 99.0 | -0.2 | -5.2 | -1.7 | 1.6 | 0.1 | 8.2 | -1.8 |

No new results follow: 2 of the compounds above.
| SMILES | ABHD5 PLIN5 PPI | Exocytosis inh | ABCB6 inh 2 | MC4R ag barr | CaV13 FRET inh | HTR2A ag | H9c2 protect | Glyco luc inh | MC4R antagonist | PDI inh |
| --- | --- | --- | --- | --- | --- | --- | --- | --- | --- | --- |
| CCOC(=O)c1cc(OC(C)=O)c2ccc(OC)c(OC)c2c1 | -2.4 | -1.4 | 98.0 | -0.8 | -5.7 | 1.7 | -5.1 | -2.0 | 7.8 | -2.0 |
| CCN(CC)S(=O)(=O)C1CCS(=O)(=O)C1 (centres undefined) | -5.8 | 2.7 | 98.0 | -0.8 | -5.8 | -3.5 | -0.6 | 0.8 | -0.8 | 8.3 |

Structures from the list above containing a halogen:
| SMILES | ABHD5 PLIN5 PPI | Exocytosis inh | ABCB6 inh 2 | MC4R ag barr | CaV13 FRET inh | HTR2A ag | H9c2 protect | Glyco luc inh | MC4R antagonist | PDI inh |
| --- | --- | --- | --- | --- | --- | --- | --- | --- | --- | --- |
| Cn1c(=O)c2c(ncn2CC(=O)OCC(=O)Nc2ccc(F)cc2F)n(C)c1=O | 5.3 | -1.6 | 101.0 | -0.5 | -5.5 | 2.6 | 2.6 | 1.6 | 9.4 | 6.8 |
| Cc1nc2cc(NS(=O)(=O)c3cccc(F)c3)ccc2s1 | -2.2 | -6.7 | 97.0 | -3.5 | 7.0 | 1.2 | 3.3 | 1.7 | 6.5 | 7.4 |
| CN(Cc1ccc(Cl)c(Cl)c1)C(=O)c1ccccc1SCC(=O)N1CCCC1 | -1.7 | 0.5 | 102.0 | -3.0 | -5.3 | -2.7 | -1.8 | -0.3 | 19.8 | -12.5 |
| O=C(CN(Cc1ccco1)C(=O)CNS(=O)(=O)c1ccc(Cl)cc1)NCC1CCCO1 (centres undefined) | 4.0 | 1.5 | 98.0 | -0.7 | -6.7 | 7.1 | 2.4 | 3.9 | 8.6 | 1.0 |
| CCc1nnc(NS(=O)(=O)c2ccc(NC(=O)c3ccc(Br)cc3)cc2)s1 | -1.9 | 2.4 | 99.0 | -0.2 | -5.2 | -1.7 | 1.6 | 0.1 | 8.2 | -1.8 |

Compound activity from PubChem.
